Source: PubChem BioAssay
FEN1 inhibitor: human FEN1 inhibition | Recombinant FEN1 flap cleavage, fluorescence, 15 min | P39748 | Potency, µM (top dose mostly 114 µM), for the others: at the top dose activity change, negative = inhibition, usual class: inhibitors | AID 588795 | hit rate 0.35% among 390,000; further: nearly all actives have a fitted effect of over 65% in size
Target sequence (P39748 whole entry, looked up): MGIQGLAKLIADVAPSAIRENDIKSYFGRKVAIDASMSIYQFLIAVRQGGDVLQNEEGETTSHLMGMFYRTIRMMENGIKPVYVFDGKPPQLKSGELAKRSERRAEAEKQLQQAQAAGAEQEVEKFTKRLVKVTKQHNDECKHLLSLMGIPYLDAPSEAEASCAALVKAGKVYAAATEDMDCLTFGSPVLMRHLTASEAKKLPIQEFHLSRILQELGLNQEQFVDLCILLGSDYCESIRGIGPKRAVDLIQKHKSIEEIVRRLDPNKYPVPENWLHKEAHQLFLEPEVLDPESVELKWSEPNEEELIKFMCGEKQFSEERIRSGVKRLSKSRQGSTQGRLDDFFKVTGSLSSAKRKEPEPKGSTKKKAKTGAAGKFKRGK
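In this screen, 50 nM flap DNA substrate was added to 10 nM FEN1 pretreated with compound for 15 min at room temperature; cleavage was followed with reads at 0 and 15 min, and Hill fitting gave concentration–response parameters.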
TDP1 cell CPT: DT40-hTDP1 cell growth loss with CPT; chicken DT40 Tdp1-/-;hTDP1 cells + 20 nM CPT, ATP luminescence, 48 h; Potency, µM (top dose mostly 46.2 µM), for inactives: at the top dose activity change, negative = growth inhibition, most hits filed as inhibitors; hit rate 12% among 420,000; further: nearly all actives have a fitted effect of over 55% in size
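Chicken DT40 Tdp1-/- cells stably complemented with human TDP1 were seeded at 400 cells/well in medium containing 20 nM camptothecin, exposed to pin-transferred compounds, and grown at 37 °C for at least 48 hr. Viability was read as ATP luminescence.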
GCN5L2 inh: blocks human GCN5L2 histone acetyltransferase | GCN5L2 HAT assay, ThioGlo1 CoA-SH fluorescence | Potency, µM (titrated, usually from 58.9 µM), without a hit: top-dose activity change, negative = inhibition, actives largely listed as inhibitors | hit rate 0.21% among 390,000
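qHTS, 1536-well. 20nM enzyme, pH 7.5 HEPES/EDTA/Tween-20 buffer; 15 min compound preinc., RT. Start: 75uM H3(1-25), 70uM AcCoA, 50uM ThioGlo1. Read Ex340/Em540 at t=0 (autofluorescence flag) and t=20 min.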
* = called active by the depositor; ? = inconclusive; / = not tested or not shown; & = joins results of further samples. The call rests on the fitted dose curve; in most records, active means well fitted curve in the direction sought with a large enough effect; inconclusive means small, poorly fitted or top-dose-only effect, or another doubt; inactive means no such curve, though single readings can be large; an effect the other way counts as inactive or inconclusive. On the % scale 0 is the no-effect control and ±100 the full control effect; potency means the concentration at half of the fitted maximal effect. This is a subset; count on the stated rates, not on these rows.

Every second line gives: FEN1 inhibitor | TDP1 cell CPT | GCN5L2 inh
1	O=C(COC(=O)CCC(=O)c1ccc(F)cc1)NC1CCCCC1
    -12% | -4% | -3%
2	COc1ccccc1C1(CC(=O)Nc2nccs2)CCOC(C(C)C)C1 (stereo unspecified)
    -14% | 5.2µM* | -1%
3	COc1cc(C(=O)NC2CCN(Cc3nnnn3Cc3ccc(F)cc3)CC2)cc(OC)c1OC
    4% | 5% | 1%
4	CC(=O)N(C)c1cc([N+](=O)[O-])ccc1OCc1ccccc1
    1% | -9% | /
5	O=C(CCCN1C(=O)c2ccccc2C1=O)N1CCOCC1
    -9% | 22% | -3%
6	CC1=C(c2ccc(C(C)C)cc2)S(=O)(=O)N=C1N1CCC(C(=O)NCc2ccccc2)CC1
    19% | ? | -16%
7	Cc1cccc(C)c1OCC(O)CNS(=O)(=O)c1ccccc1C(=O)N1CCCCC1 (stereo unspecified)
    -7% | 18µM* | -1%
8	CCOC(=O)c1c(NC(=O)CSc2nnnn2C)sc(C)c1C
    -10% | 6% | ?
9	Cc1ccc(S(=O)(=O)N(C)CCN(C)c2nc(-c3cccs3)nc3ccccc23)cc1
    -14% | ? | /
10	Cc1ccccc1SCC(=O)NNC(=O)c1ccncc1
    -14% | -7% | 0%
11	COc1ccc(C(=O)N2N=C(c3cccc(OC)c3)CC2(O)C(F)(F)F)cc1 (stereo unspecified)
    -10% | ? | -4%
12	C=CC[C@@H](CC(=O)N(CCO)Cc1ccccc1)C(=O)N[C@H](COC(=O)[C@@H](CC=C)CC(=O)OC(C)(C)C)Cc1c[nH]c2ccccc12
    -1% | 18µM* | -14%
13	Cc1cc(NC(=O)Nc2cc(F)ccc2C)n(C)n1
    6% | 4% | 2%
14	Cc1cccc(-n2ncc3c(NC(C)C)ncnc32)c1
    11% | ? | 2%
15	COc1ccc(S(=O)(=O)NCC2CCCN(Cc3cn(C)nc3C)C2)cc1 (stereo unspecified)
    -11% | 1% | -1%
16	COc1ccc(C2SCC(=O)N2c2c(C)n(C)n(-c3ccccc3)c2=O)cc1OC (stereo unspecified)
    -4% | -13% | -6%
17	O=C(NC(=S)NC1CCSC1=O)c1cccc([N+](=O)[O-])c1 (stereo unspecified)
    -3% | -7% | -15%
18	Cn1c(Cl)c(/C=N/OC(=O)c2cccc(Cl)c2)c2ccccc21
    -5% | 9% | -15%
19	CC(C)c1ccc(OCc2ccc(C(=O)O)o2)cc1
    -7% | -9% | -13%
20	CCC1CN(C(=O)Nc2cc(C)cc(C)c2)c2ccccc2O1 (stereo unspecified)
    -20% | ? | -16%
21	O=C(O)C1CCN(C(=O)COc2ccc3c4c(c(=O)oc3c2)CCC4)CC1
    3% | 1% | -2%
22	Cc1cccc(NC(=O)C2CCN(S(=O)(=O)c3ccc4c(c3)NC(=O)CO4)CC2)c1C
    16% | -25% | 1%
23	Cn1c(SCC(=O)Nc2ccccc2F)nc2c(c1=O)SCC2
    11% | ? | -11%
24	CCn1c(=O)cc(SCC(=O)Nc2ccc(C)c(F)c2)c2ccccc21
    -7% | ? | -1%
25	O=C1N[C@@H](Cc2ccccc2)C(=O)N2[C@@H]3N(S(=O)(=O)c4ccccc4)c4ccccc4[C@]3(Br)C[C@@H]12
    -8% | ? | /
26	COc1ccc(C2(O)CCN(CC(=O)Nc3nccs3)CC2)c(OC)c1
    6% | -3% | -2%
27	O=C(Nc1nnc(S(=O)(=O)N2CCOCC2)s1)c1cccc(Br)c1
    -16%&-1% | ? | -6%&-7%
28	C=CCn1c(C(C)C)nc2ccccc21
    14% | -30% | -11%
29	CC(Sc1nnc(NC(=O)c2cc3ccccc3oc2=O)s1)c1ccccc1 (stereo unspecified)
    -4% | -7% | 1%
30	CSc1ccc(CN2CCN(C(C)C)C(CCO)C2)cc1 (stereo unspecified)
    -1% | 3% | -23%
31	Cc1ccc(-n2nnnc2SCC(=O)NC2CC2)cc1C
    -8% | -26% | -16%
32	Cc1ccc(S(=O)(=O)NC(C)C(=O)NC2CCCCCC2)cc1 (stereo unspecified)
    -11% | -9% | -4%
33	O=C1C(=O)N(c2ccccn2)C(c2cccc([N+](=O)[O-])c2)/C1=C(/O)c1ccc(Br)cc1 (stereo unspecified)
    -6% | -5% | -12%
34	COc1ccc2oc(=O)c(C(=O)NCc3ccc(F)cc3)cc2c1
    -8% | 14% | -3%
35	Cc1cc(C(=O)CN2CCCC(C)C2)c(C)n1-c1ccc(F)cc1 (stereo unspecified)
    -2% | -22% | -2%
36	Fc1ccc2c(c1)C1OCCCC1C(c1ccccc1)N2 (stereo unspecified)
    -12% | ? | -10%
37	CC(C)(C)c1cc(NCCCn2ccnc2)n2ncc(-c3ccc(Cl)cc3)c2n1
    ? | ? | -18%
38	COCCNC(=O)C(c1ccc(O)cc1)N(C(=O)CCC(=O)Nc1nccs1)c1ccc(C)cc1 (stereo unspecified)
    0% | 1% | 2%
39	COc1ccc(C(=O)OCC(=O)Nc2ncc([N+](=O)[O-])s2)cc1OC
    35µM* | -15% | ?
40	CCOc1ccc(-n2c(O)c(/C=N/NC(=O)C3COc4ccccc4O3)c3ccccc3c2=O)cc1 (stereo unspecified)
    0% | -18% | -27%
41	COc1ccc(C(=O)c2sc(Nc3cccc(OC)c3)c(C(=O)Nc3cccc(C)c3C)c2N)cc1
    -12% | 18µM* | -11%
42	O=C(Cc1ccccc1)NNC(=O)C1CCN(c2ncccn2)CC1
    13% | -15% | -10%
43	CCC(=O)N1N=C(c2ccc(C)o2)CC1c1ccc(Br)cc1 (stereo unspecified)
    -2% | ? | 4%
44	CCCC(=O)Nc1ccccc1NC(=O)CCC
    -8% | -1% | -16%
45	Cc1cc(Cl)ccc1NS(=O)(=O)c1ccc2c(c1)CC(C)N2C(=O)C1CCC1 (stereo unspecified)
    -11% | 18µM* | -17%
46	COC(=O)[C@@]12CCCN1[C@H](c1ccc(-c3ccccc3)cc1)[C@H]1C(=O)N(C)C(=O)[C@H]12
    9% | ? | -11%
47	O=C(/C=C/c1cccc([N+](=O)[O-])c1)NCCSc1ccccc1
    -18% | 1% | ?
48	CCOc1ccc(/C=C2\SC(=S)N(C)C2=O)cc1OC
    0% | 3% | -1%
49	Cc1ccc(CC(=O)Nc2ccc(Cl)cn2)cc1
    -1% | 9% | -8%
50	O=C(CCSc1ccc(Cl)cc1)c1cccs1
    4% | 1.8µM* | -7%

Later entries.
Every second line gives: FEN1 inhibitor | TDP1 cell CPT | GCN5L2 inh
51	CCCn1c(N)c(C(=O)CSc2nnc(C3CC3)n2Cc2ccccc2)c(=O)n(C)c1=O
    11% | -24% | -9%
52	O=C(Cn1nnc(-c2cccs2)n1)NCc1ccco1
    -6% | 10% | 2%
53	COc1cc(OC)c(OC)cc1/C=C/c1cc(C(F)(F)F)[nH]c(=O)n1
    -13% | 9% | -6%
54	COc1ccc(-n2cc(CNCCCN3CCCC3=O)c(-c3ccccc3Cl)n2)cc1
    -2% | 16µM* | 2%
55	CCN(C(=O)COC(=O)/C=C/c1ccc(C)o1)c1c(N)n(Cc2ccccc2)c(=O)[nH]c1=O
    -1% | -6% | 1%
56	Cc1cc(C)c(C)c(OCCCCN2CCCCC2)c1
    1% | 6% | -4%
57	Cc1ccc(NC(=S)NNC(=O)c2cccc([N+](=O)[O-])c2)cc1Cl
    13% | -26% | -1%
58	O=C(Nc1ccccc1Cl)N1CCn2c(nc3ccccc32)C1
    -8% | 0% | 0%
59	CC(=O)COc1coc(CN2CCN(c3ccc(F)cc3)CC2)cc1=O
    -12% | 2% | -6%
60	CC(C)(C)c1ccc(C(=O)C[n+]2cccc3cc(Cl)ccc32)cc1
    -3% | 5µM* | /

Structural class, the entries above with two or more sulfur atoms
Every second line gives: FEN1 inhibitor | TDP1 cell CPT | GCN5L2 inh
8	CCOC(=O)c1c(NC(=O)CSc2nnnn2C)sc(C)c1C
    -10% | 6% | ?
9	Cc1ccc(S(=O)(=O)N(C)CCN(C)c2nc(-c3cccs3)nc3ccccc23)cc1
    -14% | ? | /
17	O=C(NC(=S)NC1CCSC1=O)c1cccc([N+](=O)[O-])c1 (stereo unspecified)
    -3% | -7% | -15%
23	Cn1c(SCC(=O)Nc2ccccc2F)nc2c(c1=O)SCC2
    11% | ? | -11%
27	O=C(Nc1nnc(S(=O)(=O)N2CCOCC2)s1)c1cccc(Br)c1
    -16%&-1% | ? | -6%&-7%
29	CC(Sc1nnc(NC(=O)c2cc3ccccc3oc2=O)s1)c1ccccc1 (stereo unspecified)
    -4% | -7% | 1%
48	CCOc1ccc(/C=C2\SC(=S)N(C)C2=O)cc1OC
    0% | 3% | -1%
50	O=C(CCSc1ccc(Cl)cc1)c1cccs1
    4% | 1.8µM* | -7%

New compounds follow.
Every second line gives: FEN1 inhibitor | TDP1 cell CPT | GCN5L2 inh
61	CCOC(=O)Cc1csc(NC(=O)CSc2nc(C)cc(C)n2)n1
    12% | -20% | -3%
62	O=C(Cc1ccccc1)Nc1nnc(-c2ccco2)s1
    -2% | -6% | -20%
63	COc1ccc(C2CCCCCN2Cc2nc3ccccc3c(=O)n2CC(N)=O)cc1 (stereo unspecified)
    -7% | -6% | -2%
64	O=C(CCN1CCCCC1)NNC(=O)C12CC3CC(CC(C3)C1)C2
    6% | -6% | -10%
65	Cn1c(SCc2ccc([N+](=O)[O-])cc2)nc2c(c1=O)SCC2
    6% | -16% | -2%
66	C[C@H]1CN([C@@H](C)CO)C(=O)Cc2cc(NC(=O)C3CC3)ccc2O[C@H]1CN(C)Cc1ccc(Oc2ccccc2)cc1
    -9% | ? | -11%
67	Cc1ccc(NC(=O)CN2Cc3ccccc3C2=O)c(C)c1
    2% | 3% | 0%
68	CCC(Oc1ccc(F)cc1)C(=O)Nc1nc(-c2ccc(F)cc2)ns1 (stereo unspecified)
    2% | 18µM* | -11%
69	O=C(O)CC12C[C@H]3C[C@@H](C1)CC(n1ncc(N4CCN(c5ccccc5)CC4)c(Cl)c1=O)(C3)C2
    -4% | ? | -1%
70	CCCCc1c(O)c2cccc3c2n(c1=O)CCC3
    1% | 8% | /
71	CCn1cc(/C=N\NC(=O)c2ccc3c(c2)c(C)c(C)n3Cc2ccccc2)c(C)n1
    16% | 13µM* | -18%
72	Cc1ccc(C)c(S(=O)(=O)N2CCCOC2CNC(=O)C(=O)NCCC2=CCCCC2)c1 (stereo unspecified)
    -12% | ? | -3%
73	O=C(CSC(=S)N1CCCCC1)c1c(F)cccc1F
    -4% | ? | -4%
74	COc1ccc(C2=NOC(C)(c3nnc(-c4ccccc4)o3)C2)cc1 (stereo unspecified)
    -6% | -24% | /
75	C=CCN1C(=O)C2(/C(=C(\O)c3ccc4c(c3)OCCO4)C(=O)C(=O)N2CCCOC)c2ccccc21 (stereo unspecified)
    -5% | -1% | -2%
76	CN(C)CCCn1c(NCc2ccc3c(c2)OCO3)nc2ccccc21
    5% | -29% | 0%
77	COc1ccc(C(=O)/C=C/c2ccc(N3CCCCC3)c([N+](=O)[O-])c2)c(OC)c1
    20% | ? | -8%
78	CCOC(=O)c1cc(-c2ccc(OC)cc2)n(CCC(=O)Nc2ccc(OC)cc2OC)c1C
    -16% | 21µM* | -3%
79	Cc1ccc(NC(=O)COc2ncnc3c(Cl)cc(Cl)cc23)cc1[N+](=O)[O-]
    -5% | -25% | -4%
80	O=C(c1c[nH]c(C(=O)C(Cl)(Cl)Cl)c1)c1ccccc1F
    -10% | ? | -14%
81	COC(=O)c1ccc(NC(=O)CSc2nnc(-c3ccccc3Br)n2-c2ccccc2)cc1
    7% | 26% | /
82	O=C(CSc1n[nH]c(=O)[nH]c1=O)N/N=C/C=C\c1ccccc1
    0% | ? | -12%
83	O=C(O)CSC(=S)N1CCCCC1
    2% | -7% | -2%
84	Cc1ccc(S(=O)(=O)N2CCOCC2)cc1NC(=O)COC(=O)c1cccc(Cl)c1Cl
    1% | -25% | /
85	COc1ccc(OC)c(S(=O)(=O)NCc2cn3c(C)csc3n2)c1
    19% | 18% | 0%
86	Cc1ccc(NC(=O)c2cnc3cc(C)ccn3c2=O)c(C)c1
    -4% | 0% | 1%
87	CC(=O)c1ccc(NC(=O)c2nc(-c3ccc(C)cc3)n3c2CCCCC3)cc1
    22% | / | -16%
88	CCN(CC)C(=O)c1cc([N+](=O)[O-])cc2c1-c1ccc([N+](=O)[O-])cc1C2=C(C#N)C#N
    -23% | 0.65µM* | ?
89	N#Cc1c(C(F)(F)F)cc(=O)n2c1[nH]c1ccccc12
    -7% | 13µM* | -22%
90	COc1ccc(-c2noc(CCC(=O)N3CCN(c4ccccc4C)CC3)n2)cc1
    -2% | ? | -13%
91	CC(=O)c1c(OC(=O)c2ccc(C)cc2)c2ccccc2n1C
    -18% | -23% | -11%
92	O=C(O)C1C2CCC(C2)C1C(=O)Nc1cc(F)ccc1F (stereo unspecified)
    -3% | -15% | -1%
93	Cc1onc(-c2ccccc2Cl)c1C(=O)NC(=S)NCCc1ccccc1
    -10% | 2% | -6%
94	O=C(Nc1ccccc1)C(Cc1cccs1)c1nn[nH]n1 (stereo unspecified)
    -2% | -5% | 1%
